PfGluPho inh – PfG6PD (Plasmodium falciparum) enzyme inhibition. PfGluPho enzyme, NADPH resazurin-diaphorase fluorescence. 350,000 compounds, 0.78% hits. AID 504690. inhibition, % at 20 µM;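 active means inhibition reaching at least a set limit at 20 µM in the primary screen, cut at about 59% in these data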;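 further: 0% = DMSO wells with substrate and 100% = DMSO wells lacking glucose-6-phosphate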
SENP6 block – SENP6 protease inhibition; Q9GZR1; inhibition, % at 10 µM; Recombinant SENP6 catalytic domain, aminoluciferin luminescence; 330,000 compounds, 1.8% hits;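 active means inhibition above about 50% at the single tested dose, limit read from the data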;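 further: plate controls were DMSO wells with enzyme for no effect and DMSO wells lacking enzyme for full effect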
Target sequence (Q9GZR1 628-1112 limits assumed): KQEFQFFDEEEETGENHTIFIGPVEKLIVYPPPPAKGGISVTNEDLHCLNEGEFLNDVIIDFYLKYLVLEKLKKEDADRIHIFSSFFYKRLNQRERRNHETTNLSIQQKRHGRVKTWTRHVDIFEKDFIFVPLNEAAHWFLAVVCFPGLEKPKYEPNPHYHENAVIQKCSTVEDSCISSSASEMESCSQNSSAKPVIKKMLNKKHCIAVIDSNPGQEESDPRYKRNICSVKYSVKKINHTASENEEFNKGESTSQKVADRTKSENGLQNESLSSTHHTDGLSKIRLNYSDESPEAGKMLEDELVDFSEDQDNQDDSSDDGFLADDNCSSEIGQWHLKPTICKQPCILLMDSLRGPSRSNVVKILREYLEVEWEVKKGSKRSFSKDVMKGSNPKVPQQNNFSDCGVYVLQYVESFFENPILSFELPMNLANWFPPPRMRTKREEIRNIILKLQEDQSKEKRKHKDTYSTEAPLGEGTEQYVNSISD
SENP8 inh – blocks human SENP8 cleavage of Nedd8 substrate; AID 602440; recombinant SENP8, Nedd8 substrate fluorescence; Q96LD8; inhibition, % at 20 µM; 360,000 compounds, 0.64% hits; in the data active means inhibition mostly above about 40%, no sharp cut-off; inactive means mostly below about 27%
ATG4B inh – ATG4B (human) cysteine protease inhibition. ATG4B cleavage of LC3-PLA2, NBD-HPC fluorescence, 1 h. 340,000 compounds, 0.51% hits. Q9Y4P1. inhibition, % at 8.33 µM; in the data active means inhibition above about 40%
Target sequence (Q9Y4P1 whole entry, looked up): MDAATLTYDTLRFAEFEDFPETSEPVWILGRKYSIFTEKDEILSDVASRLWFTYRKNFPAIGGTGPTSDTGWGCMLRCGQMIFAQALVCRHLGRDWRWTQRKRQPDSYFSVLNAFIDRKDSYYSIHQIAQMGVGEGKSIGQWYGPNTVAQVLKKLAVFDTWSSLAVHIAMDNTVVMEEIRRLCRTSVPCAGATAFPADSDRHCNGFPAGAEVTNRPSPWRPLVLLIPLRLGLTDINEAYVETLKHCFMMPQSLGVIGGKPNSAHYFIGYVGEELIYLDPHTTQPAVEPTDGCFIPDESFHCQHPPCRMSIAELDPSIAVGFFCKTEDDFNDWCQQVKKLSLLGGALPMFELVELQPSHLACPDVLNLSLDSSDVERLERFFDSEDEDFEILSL
HKDC1 inh – blocks human hexokinase HKDC1 activity; AID 493160; 340,000 compounds, 0.16% hits; recombinant HKDC1, G6PDH/diaphorase resazurin coupled fluorescence; inhibition, % at 20 µM;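 active means inhibition above about 35% when tested at 20 µM, limit read from the data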;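 further: plate controls were DMSO wells with enzyme for no effect and DMSO wells lacking enzyme for full effect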
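Material: recombinant HKDC1 hexokinase; Amount: HKDC1 at 5 µg/mL; Medium: Tris pH 8.0 buffer with MgCl2, Tween-20, BSA, BME; Schedule: 90 min reaction incubation at room temperature, dark; Technique: coupled resazurin fluorescence, excitation 525 nm, emission 613 nm.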
MPTP block – inhibitors of mitochondrial permeability transition pore; inhibition, % at 10 µM; AID 602449; 360,000 compounds, 1.4% hits; isolated mouse mitochondria, Ca2+ swelling absorbance, 30 min;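 active means inhibition of 50% or more, scaled per plate between neutral and stimulator controls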;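 further: 0% = DMSO wells given calcium and 100% = 1 mM EGTA wells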
GRIN3A LBD mod – NR3A (human) ligand-binding domain modulation; NR3A LBD differential scanning fluorimetry, Tm shift; 0% = protein alone, 100% = glycine-bound protein; Tm shift relative to glycine control, % at 25 µM; 340,000 compounds, 2.5% hits;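 active means melting temperature shift of at least 10% of the positive control shift, at one fixed dose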
SENP7 inh – SENP7 protease inhibition; 330,000 compounds, 1.5% hits; recombinant SENP7, Z-RLRGG-aminoluciferin luminescence, 40 min; inhibition, % at 5 µM; AID 434973;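 active means inhibition above about 50% at the single test dose, limit read from the data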;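 further: plate controls were DMSO with enzyme for no effect and no enzyme buffer wells for full effect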
Active calls of the source: *; · = not tested or not shown.

SMILES	PfGluPho inh	SENP6 block	SENP8 inh	ATG4B inh	HKDC1 inh	MPTP block	GRIN3A LBD mod	SENP7 inh
COc1ccc(CSCC(=O)N/N=C/c2ccccc2O)cc1	19	1	-58	-1	-8	-0.7	3	3
NC(=O)C1CCN(C(=O)c2cccc(S(=O)(=O)N3CCc4ccccc4C3)c2)CC1	16	9	5	-7	2	0.1	0	-1
Cc1ccc(NC(=O)COC(=O)CCc2c[nH]c3ccccc23)cc1[N+](=O)[O-]	2	-14	6	2	2	0.8	-1	-3
Cc1ccc(NC2c3ccccc3C(=O)N2CCN2CCOCC2)cc1 (centres undefined)	0	-6	1	-14	-5	0.0	-2	4
CCOc1ccc(NC(=O)COc2ccccc2)c([N+](=O)[O-])c1	-4	-30	20	-5	4	0.8	2	25
Nc1nc(SCc2nc(-c3ccccc3)no2)[nH]c(=O)c1-c1ccccc1	-26	-13	3	6	5	1.7	-1	9
COc1cccc(CN2CCNC(=O)C2CC(=O)N(C)Cc2cnccn2)c1OC (centres undefined)	-4	4	-2	3	-3	-0.3	-1	-2
NC(=S)NN=C1c2ccccc2-c2ccccc21	7	-1	16	-34	0	0.2	-3	4
CN(c1ccccc1)S(=O)(=O)c1ccc(C(=O)NCc2cccs2)cc1	-4	0	-74	5	6	1.4	-1	0
COc1ccc(/C=N/NC(=O)c2ccc(O)cc2O)cc1CSc1ccccn1	-20	5	-452	-1	13	-1.0	21*	2
Oc1ccc(N=Nc2n[nH]c(-c3ccc(Cl)cc3)n2)cc1	-14	2	31	0	-3	2.0	24*	-2
Cn1nnnc1SCc1csc(Nc2ccccc2)n1	30	5	23	3	-8	-2.4	0	-2
COCCN(CC(=O)Nc1cccc(C)c1C)C(=O)c1cc(S(=O)(=O)N2CCCC2)ccc1C	-13	1	12	-2	0	-2.8	-1	10
O=C1C2C3C=CC(C3)C2C(=O)N1c1nc2ccccc2s1 (centres undefined)	-2	-31	26	4	-5	0.2	-1	3
O=C(OCc1ccccc1)N1CCOCCOCCN(C(=O)OCc2ccccc2)CCOCCOCC1	-4	-12	4	8	3	0.7	2	-8
COc1cccc2c(Cl)c(CCCl)c(C)nc12	-8	-21	-100	-14	2	-1.2	-1	-3
CCC1(c2ccccc2)NC(=O)N(Cc2cccc([N+](=O)[O-])c2)C1=O (centres undefined)	-11	-16	7	0	3	-0.2	0	2
CC(C)(C)C(=O)Nc1nc(NC(=O)C(C)(C)C)nc(-c2ccccc2Cl)n1	-11	-32	16	-2	-2	1.4	1	-11
O=C(CN1C(=O)S/C(=C/c2cccn2-c2ccc(O)cc2)C1=O)N1CCCC1	-13	-19	20	0	8	-2.3	-5	-8
C=C1CCN([C@@H](CC(C)C)C(=O)NCc2ccc(OC)cc2)S(=O)(=O)c2ccccc21	20	1	2	-4	1	-0.3	3	-9
CC(NC(=O)COC(=O)CCNC(=O)c1ccco1)C12CC3CC(CC(C3)C1)C2 (centres undefined)	-9	-12	17	-3	-5	-1.9	-5	-2
CC(=O)c1cc2c(cc1NC(=O)Cn1nc(C)c(C)c(C#N)c1=O)OCO2	-12	3	-70	-2	6	-3.1	-2	-4
Cc1ccccc1-n1nc(CSc2nc3ccccc3[nH]2)c(-c2ccccc2)c1N	7	-33	17	12	-1	1.7	-1	2
CCOc1cc(CNCC(O)c2ccccc2)cc(Cl)c1OC (centres undefined)	-8	-12	12	1	-14	-0.1	0	1
COc1ccccc1P(=O)(Cc1ccccc1)c1ccccc1 (centres undefined)	-4	11	12	6	0	0.3	1	1
Cc1c2cnn(CC(=O)NCCN3CCOCC3)c(=O)c2c(C)n1Cc1ccc(F)cc1	10	-10	-6	-14	-3	-3.9	0	-6
O=C(Nc1ccc2nc3n(c(=O)c2c1)CCCCC3)c1ccccc1[N+](=O)[O-]	0	-4	18	-6	0	-0.7	-1	11
CS(=O)(=O)NCCSCc1c(F)cccc1Cl	-2	9	26	-10	0	-4.1	0	0
CCOc1ccc(OCC(=O)OC(C)C(=O)Nc2ccc(Cl)cn2)cc1 (centres undefined)	-20	-5	-4	2	-2	-0.4	1	-9
O=C(O)/C=C/C(=O)Nc1ccc(OCc2ccccc2)cc1	-15	-5	7	9	1	1.9	4	-2
CCCCn1c(SCC(=O)OCC)nnc1-c1ccoc1C	8	-14	19	0	-5	-1.6	-1	-8
O=C(NC1CCS(=O)(=O)C1)c1sc2ccccc2c1Cl (centres undefined)	10	-2	9	-1	-6	-0.5	-1	0
CC1CCCCN1C(=O)CCS(=O)(=O)c1cc2c(cc1Cl)NC(=O)CO2 (centres undefined)	4	-4	19	-12	-1	-3.3	0	4
COc1ccc(NC(=O)C23CCC(C2)C(C)(C)C3=O)cc1 (centres undefined)	0	1	16	-8	6	-2.1	1	0
C=C(C)Cn1c(SCC#N)nc2ccccc2c1=O	1	2	9	5	0	1.2	0	-4
CCOC(=O)c1sc(N)nc1C(C)C	12	-5	22	-4	-3	0.2	0	-16
CC(Oc1cc2oc(=O)c3c(c2cc1Cl)CCC3)C(=O)NCCN1CCOCC1 (centres undefined)	6	-1	-121	-11	-4	0.3	0	-16
CCC(=O)Nc1c(C)ccc2nsnc12	2	-10	3	-8	-2	0.2	2	5
CCOc1cc(CNc2ccc3cn[nH]c3c2)ccc1OC	33	68*	-213	0	15	0.1	-2	59*
Cc1ccccc1CN1CCN(Cc2ccc3cccc(F)c3n2)CC1CCO (centres undefined)	-4	14	-4	-4	-6	-2.7	0	-7
CC(C)=CCc1cc([C@@H]2COc3c(ccc4c3C=CC(C)(C)O4)C2)c(O)cc1O	39	-9	48*	-9	-3	35	27*	4
COc1ccc(CN2CCN(CCSc3ccc(C)cc3)CC2)c(OC)c1OC	9	-9	9	1	0	0.1	0	9
O=C(NC1CCCC1)C(=O)N(Cc1cccnc1)C(C(=O)NCC1CCCO1)c1ccco1 (centres undefined)	-7	7	12	3	0	2.5	-8	10
O=C(CN(C(=O)CNC(=O)c1cccs1)c1ccccc1F)NC1CCCC1	0	-17	18	5	1	0.2	-2	2
COc1cc(S(=O)(=O)Nc2ccc3c(c2)C(=O)N(C)C3=O)ccc1NC(C)=O	-17	-11	-80	-2	-4	-0.7	1	2
CCOC(=O)C1CCN(C(=O)COc2cc(C)c(Br)c(C)c2)CC1	-2	-2	22	1	-8	-1.4	-2	5
CNC(=O)c1ccccc1NC(=O)c1c(O)c2c([nH]c1=O)CCCC2	-1	-12	-29	-9	-4	-0.5	4	-2
CC(=O)c1ccc(S(=O)(=O)N2CCN(C(=O)CCC3CCCC3)CC2)cc1	-17	-2	13	4	0	1.0	2	-6
Cc1oc2c(C)c3oc(=O)c4c(c3cc2c1C)CCC4	-5	·	-124	1	1	2.1	0	·
CC(/C=C/c1ccccc1)=N/NC(=O)CCC(=O)Nc1ccccc1C	-2	-19	15	-16	-11	0.9	1	5
COc1ccccc1NC(=O)c1ccc(S(=O)(=O)N2CCCC(C)C2)cc1 (centres undefined)	8	-14	14	-5	0	0.1	1	-2
Cc1cc(NS(=O)(=O)c2ccc(NC(=O)c3cnc(Cl)c(Cl)c3)cc2)nc(C)n1	-14	15	11	-1	-4	-0.5	-3	3
COc1ccc(N2CC(C(=O)NCCc3ccc(Cl)cc3)CC2=O)c(OC)c1 (centres undefined)	-2	-23	19	1	-8	-1.0	0	-11
Cc1ccc(C(=O)OC(C)C(=O)NC2CCCCC2C)cc1S(=O)(=O)N1CCCCC1 (centres undefined)	-8	6	1	0	4	0.3	1	-8
COC(=O)c1cc(NC(=O)c2cccc([N+](=O)[O-])c2C)ccc1Cl	11	-8	10	-5	-13	-1.2	0	-4
CC1(C(=O)OCC(=O)c2c[nH]c3ccccc23)CC1(Cl)Cl (centres undefined)	14	42	1	1	4	-0.6	1	38
O=C1Cc2cc(S(=O)(=O)Nc3cccc([N+](=O)[O-])c3)cc3c2N1CCC3	-11	1	10	-2	-3	-0.4	-4	-2
C[C@H](CO)N1C[C@H](C)[C@@H](CN(C)Cc2ccncc2)Oc2c(NS(=O)(=O)c3ccc(F)cc3)cccc2C1=O	2	8	-2	-2	-6	-0.5	0	-6
CC1CCCN(C(=O)c2cc(F)c(F)cc2Cl)C1 (centres undefined)	-4	-1	6	-1	2	0.3	2	-1
O=c1[nH][nH]c(C(F)(F)F)c1C=NCc1ccccc1Cl	-12	2	26	0	-5	0.8	3	6

Another view of some results above.
SMILES | PfGluPho inh | SENP6 block | SENP8 inh | ATG4B inh | HKDC1 inh | MPTP block | GRIN3A LBD mod | SENP7 inh
NC(=S)NN=C1c2ccccc2-c2ccccc21 | 7 | -1 | 16 | -34 | 0 | 0.2 | -3 | 4
CCOC(=O)c1sc(N)nc1C(C)C | 12 | -5 | 22 | -4 | -3 | 0.2 | 0 | -16
COCCN(CC(=O)Nc1cccc(C)c1C)C(=O)c1cc(S(=O)(=O)N2CCCC2)ccc1C | -13 | 1 | 12 | -2 | 0 | -2.8 | -1 | 10
CC1CCCN(C(=O)c2cc(F)c(F)cc2Cl)C1 (centres undefined) | -4 | -1 | 6 | -1 | 2 | 0.3 | 2 | -1
O=C(NC1CCS(=O)(=O)C1)c1sc2ccccc2c1Cl (centres undefined) | 10 | -2 | 9 | -1 | -6 | -0.5 | -1 | 0

(more compounds)
SMILES	PfGluPho inh	SENP6 block	SENP8 inh	ATG4B inh	HKDC1 inh	MPTP block	GRIN3A LBD mod	SENP7 inh
COc1ccc(-c2ccc(N(C)C)cc2)cc1[C@H]1[C@@H]2C=CCC[C@@]2(C)C(=O)N1Cc1ccccc1	4	-15	-410	0	8	1.8	-2	14
COC(=O)c1c(NC(=O)Cn2cnc([N+](=O)[O-])n2)sc2c1CCC(C)C2 (centres undefined)	45	-11	20	-8	3	1.4	1	-6
CS(=O)(=O)N1CCN(C2Cc3ccccc3C2)CC1	2	-16	5	-12	-12	-0.5	2	-6
CC(C)CN1CC(C)C(=O)N(c2ccccc2)C1=O (centres undefined)	-2	·	15	-4	-2	-1.7	-1	·
COc1ccc(NS(=O)(=O)c2cccc(C(=O)O)c2)cc1S(=O)(=O)N1CCOCC1	-13	0	23	-10	-9	-0.5	1	7
Cc1cc2c3c(c1)C1(C(=O)N3C(C)(C)CC2C)C(C#N)=C(N)OC2=C1C(=O)CC(C)(C)C2 (centres undefined)	-5	11	23	-20	-6	-5.0	-1	-2
O=C(COc1ccc([N+](=O)[O-])cc1)Nc1ccc(NC(=O)c2ccccc2)cc1	9	-3	4	-7	-7	-0.6	13*	1
Cc1cc(/C=C(\C#N)C(=O)O)c(C)n1C1CC1	2	22	-13	36	-10	1.5	0	6
CCC(=O)Nc1ccc(OC)cc1OC	-1	-18	7	-10	0	0.0	1	0
CC(C)n1c(CN(C)Cc2ccccc2)nc2c1c(=O)n(C)c(=O)n2C	-3	-1	·	3	0	·	2	4
CC1=Nc2cc(C(=O)O)ccc2Sc2c(C)ccc(C)c21	-23	-18	9	4	-7	0.0	-2	8
NC(=O)CC(NC(=O)c1ccccc1)c1ccc(N2CCC(Cc3ccccc3)CC2)c([N+](=O)[O-])c1 (centres undefined)	14	-7	21	-2	-4	-1.1	-6	-2
Cc1ccc(S(=O)(=O)Nc2cccc(-c3ccc(N4CCCCCC4)nn3)c2)cc1	-21	7	-7	-3	0	1.2	7	0
Cn1cc(C2NC(=O)c3ccccc3N2)c2ccccc21 (centres undefined)	7	·	-467	-4	-1	-1.3	1	·
Cc1ccc(SCC(=O)Nc2ccc(N3CCOCC3)cc2)c(C)c1	1	5	5	-8	-10	-0.4	-2	3

Reprinted from the results shown for reference:
SMILES	PfGluPho inh	SENP6 block	SENP8 inh	ATG4B inh	HKDC1 inh	MPTP block	GRIN3A LBD mod	SENP7 inh
Cn1cc(C2NC(=O)c3ccccc3N2)c2ccccc21 (centres undefined)	7	·	-467	-4	-1	-1.3	1	·
Cc1ccc(SCC(=O)Nc2ccc(N3CCOCC3)cc2)c(C)c1	1	5	5	-8	-10	-0.4	-2	3

Assay outcomes deposited in PubChem by Sanford-Burnham Center for Chemical Genomics.
